CIT2-GFP yeast: yeast TOR pathway CIT2-GFP modulation; hit rate 0.065% among 320,000; GFP response vs DMSO, % at 10 µM; S. cerevisiae CIT2-GFP strain, flow cytometry, 3 h; 100 means same as DMSO wells;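 active = GFP response relative to DMSO above a set limit, near the screen mean plus 3 SD, cut at about 150% in these data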;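 also: ratio of well median GFP fluorescence to mean of DMSO wells on the plate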
Bcl-xL primary: Bcl-xL (human) inhibition. GST-Bcl-xL / FITC-Bim BH3 peptide fluorescence polarization. inhibition, % at 10.9 µM. hit rate 0.7% among 320,000;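 active = inhibition above the mean of all tested compounds plus 3 SD, cutoff set per campaign, cut at about 30% in these data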;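 also: 0% = DMSO wells and 100% = unlabeled Bim-BH3 peptide competitor; inhibitors lower millipolarization by displacing the labeled peptide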
GLD-1 TGE inh: GLD-1-TGE RNA interaction inhibition (C. elegans) | Q17339 | purified GLD-1 + fluorescein TGE RNA, fluorescence polarization | inhibition, % at 5.96 µM | hit rate 0.44% among 320,000 | AID 2280;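 active = percent inhibition above a per-plate cutoff, the plate mean of test compounds plus 3 SD, cut at about 30% in these data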;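 also: 0% = DMSO wells with GLD-1 and probe and 100% = wells lacking GLD-1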
AGP1 TOR yeast: alters AGP1-GFP fluorescence in TOR pathway yeast screen; S. cerevisiae AGP1-GFP multiplex flow cytometry, 3 h; GFP as percent of DMSO wells; GFP response vs DMSO, % at 10 µM; hit rate 0.02% among 320,000; AID 2066;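 active = GFP response relative to DMSO above a set limit, near screen average plus 3 SD, cut at about 150% in these data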;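 also: median GFP channel fluorescence of the gated AGP1 strain per well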
Yeast superoxide: yeast age-related superoxide inhibition as caloric restriction mimetic | superoxide response (% of plate mean), % at 10 µM | hit rate 0.18% among 330,000 | S. cerevisiae aged cells, superoxide DHE fluorescence; stronger effect = lower value | AID 2690;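 active = superoxide response under a set limit, about three screen SD below normal, cut at about 65% in these data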;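 also: yeast aged for seven days with compound at 30 °C before DHE staining; 100% = average MFI of all compound-treated wells on the plate with controls excluded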
GRK2 aptamer HTS: human GRK2 inhibition via aptamer displacement | inhibition of aptamer binding, % at 10 µM | P25098 | hit rate 0.59% among 330,000 | AID 488847 | bead flow cytometry, FAM-aptamer displacement from GRK2;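 active = inhibition of aptamer binding above 40%, roughly 3 SD of noise, on plates passing a quality check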;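 also: median bead fluorescence of bound FAM aptamer so fluorescent compounds give negative values; no value below 0 was filed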
Target sequence (P25098 whole entry, looked up): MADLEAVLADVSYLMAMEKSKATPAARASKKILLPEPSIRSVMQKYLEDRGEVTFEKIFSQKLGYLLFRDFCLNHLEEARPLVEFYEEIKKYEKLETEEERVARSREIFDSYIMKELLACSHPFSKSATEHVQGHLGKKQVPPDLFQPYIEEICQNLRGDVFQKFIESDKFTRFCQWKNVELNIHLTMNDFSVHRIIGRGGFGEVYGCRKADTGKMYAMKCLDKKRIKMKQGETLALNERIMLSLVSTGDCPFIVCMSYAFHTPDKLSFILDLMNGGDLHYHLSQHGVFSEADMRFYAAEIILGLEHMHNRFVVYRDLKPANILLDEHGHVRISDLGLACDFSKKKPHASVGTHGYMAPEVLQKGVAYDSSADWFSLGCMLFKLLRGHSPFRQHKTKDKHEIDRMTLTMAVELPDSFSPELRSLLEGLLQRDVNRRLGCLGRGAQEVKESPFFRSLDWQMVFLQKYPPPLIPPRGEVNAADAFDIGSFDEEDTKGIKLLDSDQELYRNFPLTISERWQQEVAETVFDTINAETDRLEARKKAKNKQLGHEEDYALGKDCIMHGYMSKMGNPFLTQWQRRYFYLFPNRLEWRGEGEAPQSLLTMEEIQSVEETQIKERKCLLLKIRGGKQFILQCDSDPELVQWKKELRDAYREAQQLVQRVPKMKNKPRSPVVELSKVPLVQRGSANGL
MCL1 BIM primary: disrupts human MCL1 binding to BIM-BH3 peptide; Q07820; GST-MCL1 / FITC-Bim-BH3 fluorescence polarization; inhibition, % at 10.9 µM; hit rate 0.68% among 320,000; AID 2057;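 active = inhibition above the mean inhibition of all tested compounds plus 3 SD, set per campaign, cut at about 40% in these data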;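 also: 0% = DMSO wells and 100% = unlabeled Bim-BH3 peptide control; higher means more loss of mP so more displacement of Bim peptide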
Target sequence (Q07820 whole entry, looked up): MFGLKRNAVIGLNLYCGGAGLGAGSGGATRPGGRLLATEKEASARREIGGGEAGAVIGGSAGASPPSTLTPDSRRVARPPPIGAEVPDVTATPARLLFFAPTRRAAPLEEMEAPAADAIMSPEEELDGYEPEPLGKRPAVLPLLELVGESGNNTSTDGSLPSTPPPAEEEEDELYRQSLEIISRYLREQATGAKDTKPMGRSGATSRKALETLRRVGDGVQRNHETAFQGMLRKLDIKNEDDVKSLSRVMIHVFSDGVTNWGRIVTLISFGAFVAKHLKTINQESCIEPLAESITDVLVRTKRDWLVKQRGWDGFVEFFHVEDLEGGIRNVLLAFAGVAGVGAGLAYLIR
VLA-4 inh: inhibition in a human VLA-4 binding assay; P13612; VLA-4 expressing cells, ligand binding flow cytometry; inhibition, % (about 7 µM as worked out from the volumes in the protocol); hit rate 0.2% among 330,000; in the data active = inhibition above about 50%
MEX-5 binding: C. elegans MEX-5 TCR-2 RNA binding activity; hit rate 0.38% among 300,000; Q9XUB2; activity score (negative = inhibition of binding), % at 10 µM; MEX-5/FITC-TCR2 RNA binding, fluorescence polarization; stronger effect = lower value; AID 1832;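 active = inhibition past about -25% in most replicates, and total fluorescence under double the plate's negative control median, limit read from the data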;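 also: 0% = DMSO and -100% = 5 µM competing unlabeled TCR2 RNA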
Starred values were filed as active, the others as inactive; nt = not tested or not shown.

SMILES | CIT2-GFP yeast | Bcl-xL primary | GLD-1 TGE inh | AGP1 TOR yeast | Yeast superoxide | GRK2 aptamer HTS | MCL1 BIM primary | VLA-4 inh | MEX-5 binding
COc1cc(CN2C(=S)NC(C)(C)CC2(C)O)cc(OC)c1 (centres undefined) | 97 | 7 | -1 | 99 | 139 | 1 | 11 | 4 | 2.2
Cc1ccc(S(=O)(=O)N(C)c2ccc(OC(=O)CN3C(=O)NC4(CCCC4)C3=O)cc2)cc1 | 114 | -4 | 7 | 108 | 83 | 0 | -12 | 20 | 3.0
N/C(Cc1ccc([N+](=O)[O-])cc1)=N\OC(=O)COc1ccc2ccccc2c1 | 98 | -8 | -2 | 97 | 99 | 0 | -5 | 6 | 0.5
CCS(=O)(=O)CCSc1nc(C)cc(C)n1 | 112 | 9 | -2 | 99 | 91 | 0 | 6 | 10 | 0.3
CC(C)[C@H](NC(=O)OCc1ccccc1)C(=O)OCC(=O)Nc1c(F)cccc1F | 98 | -2 | 5 | 89 | 81 | 4 | -6 | 5 | -2.2
COc1cccc(C2=NOC(C(=O)NCc3cccs3)C2)c1 (centres undefined) | 88 | 4 | 2 | 99 | 106 | 0 | 6 | 16 | 0.7
O=C(Nc1ccc(Cl)cc1)N1CCC(CO)(Cc2ccccc2)CC1 | 104 | -1 | 0 | 97 | 93 | 0 | 6 | 17 | 0.2
Cc1ccc([N+](=O)[O-])cc1NC(=O)CN1CCCCC1 | 96 | 3 | 0 | 102 | 101 | 0 | 1 | -9 | 0.7
CCCCNC(=O)N1CCc2ccccc2C1 | 98 | 1 | 10 | 88 | 100 | 4 | 5 | 19 | 0.4
O=S(=O)(Nc1ccccc1N1CCCCC1)c1cccs1 | 107 | 0 | 1 | 109 | 93 | 0 | -1 | 7 | -0.3
COCCN(C(=O)c1snc(C(N)=O)c1N)C(C(=O)NC1CCCCC1)c1ccc(N(C)C)cc1 (centres undefined) | 100 | 3 | 7 | 95 | 103 | 0 | 0 | 9 | 1.3
Cc1cc(/C=C(\C#N)C(=O)NC2CCCCCC2)c(C)[nH]1 | 104 | -6 | -5 | 101 | 112 | 0 | -11 | -5 | -1.2
COc1ccc(C(=O)CSc2nnc(-c3cc4ccccc4cc3O)n2Cc2ccco2)cc1 | 98 | 5 | -1 | 102 | 106 | 3 | 4 | -46 | -0.3
O=C(N/N=C\c1ccc[nH]1)c1cncc(Br)c1 | 100 | -1 | 4 | 92 | 76 | 0 | 0 | 3 | -1.3
COc1ccc(NC(=O)c2ccco2)c(NC(=O)c2ccc([N+](=O)[O-])cc2)c1 | 91 | 2 | 4 | 93 | 91 | 0 | 4 | -10 | 1.4
Cc1cc(C)n(CCNC(=O)C2CCC(=O)N(Cc3ccc(Cl)cc3)C2)n1 (centres undefined) | 102 | 4 | -2 | 101 | 84 | 0 | -3 | 14 | -0.2
COc1cccc2c1SCc1ccccc1C2CC(N)=O (centres undefined) | 104 | 9 | 1 | 106 | 93 | 3 | 7 | 1 | nt
COc1ccccc1NS(=O)(=O)c1cccc(C(=O)N2CCCC2)c1 | 96 | nt | -2 | 102 | 114 | 0 | nt | 45 | nt
CCCCn1c(CNC(=O)C23CC4CC(CC(C4)C2)C3)nnc1SCC(=O)Nc1nnc(C)s1 | 129 | -1 | -5 | 105 | 91 | 2 | 3 | 0 | 0.5
Cc1ccc(C(=O)NCC(=O)OCC(=O)Nc2ccc(Cl)cc2C(F)(F)F)cc1C | 103 | -4 | -4 | 112 | 97 | 0 | -1 | -3 | -0.9
c1nc(NCc2ccc3c(c2)OCO3)c2cc(-c3ccc4c(c3)OCCO4)ccc2n1 | 90 | nt | 2 | 96 | 93 | 0 | nt | -1 | nt
Cc1ccc(N2CC(=O)N(c3ccc(C)cc3)CC2=O)cc1 | 95 | 4 | 0 | 99 | 91 | 0 | -1 | 32 | -2.6
N#Cc1nc(Cc2ccccc2)oc1N1CCC(Cc2ccccc2)CC1 | 98 | 8 | 4 | 105 | 86 | 2 | 4 | 1 | -1.1
Cc1cccc(C(=O)NCC(=O)N2CCN(S(=O)(=O)/C=C/c3ccccc3)CC2)c1 | 98 | 7 | 4 | 100 | 99 | 12 | 9 | 2 | nt
COc1cc(NC(=O)c2ccccc2)c(OC)cc1NC(=O)CN1CCN(c2ccccn2)CC1 | 104 | -2 | -6 | 99 | 90 | 0 | -3 | 16 | -1.8
More structures.
SMILES | CIT2-GFP yeast | Bcl-xL primary | GLD-1 TGE inh | AGP1 TOR yeast | Yeast superoxide | GRK2 aptamer HTS | MCL1 BIM primary | VLA-4 inh | MEX-5 binding
COc1ccccc1-c1nnc2n1N=C(C)CS2 | 101 | -7 | -1 | 105 | 102 | 0 | -2 | 9 | -1.8
CCOC(=O)C1=C(CC)Nc2ccccc2N=C1NC(=O)Nc1ccccc1OC | 115 | 0 | 3 | 130 | 121 | 5 | -8 | 4 | 1.4
O=C(c1cc([N+](=O)[O-])cc([N+](=O)[O-])c1)N1CCN(C(=O)c2ccco2)CC1 | 96 | 5 | 5 | 103 | 109 | 3 | 2 | 17 | 0.7
COc1cc(S(=O)(=O)N(Cc2ccc(C)cc2)Cc2ccco2)ccc1-n1cnnn1 | 102 | 7 | 1 | 99 | 98 | 1 | -1 | -7 | -0.7
Cn1c(SCC(=O)NCc2ccc3c(c2)OCO3)nnc1-c1cc2ccccc2cc1O | 92 | -9 | 3 | 105 | 92 | 0 | 0 | -18 | 1.9
CCCN(CCC)CC(=O)N1CC(=O)Nc2ccccc21 | 108 | 2 | 1 | 112 | 75 | 0 | -8 | -1 | 0.1
CCOc1ccc(CC(=O)Nc2c(C(N)=O)oc3ccc(Br)cc23)cc1OCC | 95 | 6 | 10 | 94 | 85 | 4 | 9 | -9 | -1.2
COc1ccc2[nH]c(C)c(CN3CCCCC3)c(=O)c2c1 | 102 | -1 | 1 | 101 | 83 | 2 | -4 | 1 | -5.5
O=C(Oc1ccc(Br)cc1)C1CC(=O)N(c2ccc(F)cc2)C1 (centres undefined) | 93 | -8 | -5 | 99 | 94 | 0 | 2 | 18 | -0.1
Cc1ccc(CNCC2CCCO2)s1 (centres undefined) | 87 | 1 | 3 | 91 | 88 | 0 | -2 | 5 | 1.5
COc1ccccc1NC(=O)N1CCCC(c2nc3c(nnn3Cc3ccc(C)cc3)c(=O)[nH]2)C1 (centres undefined) | 88 | 1 | 2 | nt | 93 | 0 | 2 | -1 | 1.5
Cc1ccc(C(=O)NCC(=O)OCC(=O)NCC(F)(F)F)cc1 | 82 | 8 | -3 | 94 | 94 | 3 | 2 | 2 | 3.7
CC(=O)N1CCN(c2ccc(NC(=O)c3ccc(C)c([N+](=O)[O-])c3)cc2)CC1 | 95 | -2 | 1 | 99 | 103 | 1 | -10 | -1 | 1.1
CCc1c(C)sc(NC(=O)CSc2nc3c(c(C(F)(F)F)n2)CCc2ccccc2-3)c1C#N | 101 | 3 | 0 | 103 | 91 | 0 | 1 | 0 | 0.9
CCn1c(C)nc2cc(C(=O)NNS(=O)(=O)c3ccc(C)cc3C)ccc21 | 104 | 0 | 6 | 91 | 100 | 4 | -2 | 1 | -0.9
C=CCN(CC=C)CCOc1cccc2ccccc12 | 97 | 8 | 1 | 103 | 99 | 0 | 3 | -10 | 2.8
CC(C)N(CCCNC(=O)c1ccc(N2CCCC2=O)cc1)Cc1ccccc1 | 114 | 3 | 7 | 106 | 88 | 0 | 5 | -9 | 0.7
O=C(c1ccco1)N1CCN(C2CC(=O)N(c3ccc(C(F)(F)F)cc3)C2=O)CC1 (centres undefined) | 94 | 6 | -9 | 80 | 95 | 3 | 8 | 5 | -0.8
CCOC(=O)Cc1nnc(NC(=O)C(CC)Sc2nc(C)cc(C)n2)s1 (centres undefined) | 104 | 2 | 7 | 104 | 101 | 3 | -7 | 0 | 3.0
CCOc1ccccc1C(=O)Nc1cc(OC)ccc1OC | 101 | -4 | 5 | 94 | 114 | 2 | -1 | 4 | 2.1
Cc1cccc(NC(=O)CN(C)S(=O)(=O)c2cnc[nH]2)c1 | 102 | 1 | 2 | 103 | 97 | 0 | 3 | 12 | -0.6
Cc1ccc(NC(=O)C(OC(=O)c2ccccc2Cl)c2ccccc2)cc1Cl (centres undefined) | 83 | 1 | 4 | 100 | 99 | 0 | -4 | 9 | 0.0
O=[N+]([O-])c1ccccc1/C=N/NC1=NS(=O)(=O)c2ccccc21 | 97 | 6 | 6 | 91 | 114 | 0 | 1 | 0 | 0.9
COC(=O)c1ccccc1NC(=S)N(Cc1ccc2c(c1)OCO2)Cc1cc2cc(OC)ccc2[nH]c1=O | 92 | 2 | -8 | 98 | 90 | 1 | 6 | 0 | nt
CCOP(=O)(NC(c1ccccc1)c1nc2ccccc2[nH]c1=O)OCC (centres undefined) | 100 | 4 | -10 | 96 | 86 | 1 | -5 | -5 | 2.1

Record cards, as listed above. Screens in order: CIT2-GFP yeast | Bcl-xL primary | GLD-1 TGE inh | AGP1 TOR yeast | Yeast superoxide | GRK2 aptamer HTS | MCL1 BIM primary | VLA-4 inh | MEX-5 binding
`CCn1c(C)nc2cc(C(=O)NNS(=O)(=O)c3ccc(C)cc3C)ccc21` as listed: 104 | 0 | 6 | 91 | 100 | 4 | -2 | 1 | -0.9
`C=CCN(CC=C)CCOc1cccc2ccccc12` as listed: 97 | 8 | 1 | 103 | 99 | 0 | 3 | -10 | 2.8
`CCOc1ccc(CC(=O)Nc2c(C(N)=O)oc3ccc(Br)cc23)cc1OCC` as listed: 95 | 6 | 10 | 94 | 85 | 4 | 9 | -9 | -1.2

Going on with the list.
SMILES | CIT2-GFP yeast | Bcl-xL primary | GLD-1 TGE inh | AGP1 TOR yeast | Yeast superoxide | GRK2 aptamer HTS | MCL1 BIM primary | VLA-4 inh | MEX-5 binding
CC(O)CN(C)CC/C=C1/c2ccccc2CSc2ccccc21 (centres undefined) | 104 | 1 | 1 | 99 | 103 | 1 | 5 | 6 | -0.6
Nc1nnc(Cc2ccc(F)cc2)s1 | 98 | 3 | -1 | 106 | 98 | 0 | -2 | -5 | -0.1
Cc1nn(C)c(Cl)c1CN1CCN(CC(C)C)C(CCO)C1 (centres undefined) | 102 | -4 | -5 | 101 | 93 | 0 | 1 | 2 | 0.2
Cc1nn(Cc2ccc(C(=O)NN)o2)c(C)c1Cl | 102 | 1 | 1 | 103 | 108 | 0 | 6 | 17 | 4.2
Cc1sc(NC(=S)NC(=O)C2CCCCC2)c(C(N)=O)c1C | 95 | 8 | 2 | 93 | 99 | 0 | 17 | 12 | -2.5
CC1CCCCC1NC(=O)Cn1cccc1C(=O)c1ccccc1 (centres undefined) | 113 | 1 | 3 | 116 | 100 | 5 | 0 | 0 | 0.1
Cc1ccc2c(c1)c(C1=NC(=S)NC1=O)c(O)n2C | 101 | 8 | -6 | 102 | 112 | 3 | 2 | 1 | -1.1
O=C(NCc1ccccc1)C1CCCN(S(=O)(=O)c2ccc(F)cc2)C1 (centres undefined) | 111 | 4 | 4 | 93 | 96 | 0 | 1 | -11 | 0.1
CCN(C(=O)COC(=O)c1cn(-c2ccccc2)nc1-c1ccccc1)C1CCS(=O)(=O)C1 (centres undefined) | 102 | -6 | -4 | 102 | 113 | 0 | 3 | 16 | 1.8
CCc1nccn1Cc1cc(C=O)ccc1OC | 99 | 1 | 2 | 105 | 82 | 0 | 0 | 2 | -1.9
COc1ccc(CCNC(=O)CC2Oc3ccc(Cl)cc3NC2=O)cc1OC (centres undefined) | 113 | 4 | 1 | 114 | 99 | 7 | 5 | -13 | -2.0
CC1CN(C(=O)COC(=O)c2ccccc2O)CC(C)O1 (centres undefined) | 97 | 7 | 2 | 103 | 97 | 0 | 6 | 4 | 0.5

From PubChem
